# TRPM1 prom inh = MITF TRPM1 promoter inhibition in SK-MEL-5 cells; SK-MEL-5 TRPM1 promoter luciferase, 24 h; inhibition, % at 12.5 µM; AID 488899; hit rate 0.83% among 330,000;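 active = mean inhibition across replicates of 60% or more, whatever share of single replicates reaches that level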; note: values of inactives mirror those of a sister screen read the other way
# CF NFkB inh = blocks PAF-induced NF-kB reporter in cystic fibrosis cells | hit rate 0.86% among 360,000 | inhibition, % at 5 µM | KKLEB NF-kB-GFP reporter, GFP fluorescence overnight;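 active = at least 50% inhibition at 5 µM, scaled per plate between neutral and stimulator controls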;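 note: PAF is a Pseudomonas aeruginosa culture filtrate used as stimulus; plate controls were PAF-stimulated DMSO wells for no effect and unstimulated DMSO wells for full effect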
# Shn3 3UTR inh = inhibitors of Schnurri-3 3'UTR reporter in osteoblasts; Clone20 osteoblast Shn3 3'UTR firefly luciferase, 24 h; inhibition, % at 12.5 µM; hit rate 0.52% among 360,000; AID 588674;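 active = mean inhibition of at least 75% with every replicate also reaching 75%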;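 note: 0% = median of neutral control wells and 100% = pilot-screen positive control compound; some compounds past the cut are filed as inactive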
# NR2E3 ag-1 = activates human NR2E3 receptor; AID 602229; CHO-S Gal4-NCOR/VP16-NR2E3 two-hybrid, luciferase; hit rate 0.35% among 360,000; Q9Y5X4; inhibition of corepressor binding, % at 3.98 µM;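 active = inhibition above the mean of all tested compounds plus 3 SD, cut at about 70% in these data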;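 note: 0% = DMSO with NR2E3 transfected cells and 100% = cells lacking NR2E3 construct; higher means lower luciferase signal from less NR2E3 corepressor binding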
# Target sequence (Q9Y5X4 whole entry, looked up, the tested form may be a part): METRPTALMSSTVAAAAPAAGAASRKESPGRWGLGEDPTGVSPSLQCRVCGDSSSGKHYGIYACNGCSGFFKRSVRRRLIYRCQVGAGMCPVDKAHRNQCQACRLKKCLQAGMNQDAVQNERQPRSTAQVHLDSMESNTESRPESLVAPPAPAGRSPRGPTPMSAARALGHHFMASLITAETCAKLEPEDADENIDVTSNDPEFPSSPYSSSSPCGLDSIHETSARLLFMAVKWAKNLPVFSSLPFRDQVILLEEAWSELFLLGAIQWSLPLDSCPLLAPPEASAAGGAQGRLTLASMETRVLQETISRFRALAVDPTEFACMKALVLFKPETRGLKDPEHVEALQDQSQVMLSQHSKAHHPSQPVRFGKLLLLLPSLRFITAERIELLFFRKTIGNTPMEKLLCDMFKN
# Peg3 prom inh = Peg3 promoter activity inhibition; HeLa PEG-Prom luciferase reporter, luminescence, overnight; inhibition, % at 20 µM; hit rate 1.7% among 360,000;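 active = inhibition of at least 50% at 20 µM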
# HIF-2a block = blocks HIF-2a reporter activity. AID 624352. 786-0 RCC cells HIF-2a reporter, luciferase luminescence, overnight. hit rate 0.72% among 360,000. inhibition, % at 18.8 µM;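 active = inhibition of the luminescence signal of 40% or more relative to plate controls, in a single-dose primary screen at 18.75 µM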
# iPSC survival up = enhancers of human iPSC single-cell survival; hiPSC single-cell survival, ATPlite luminescence; 100% = ROCK inhibitor wells, 0% = DMSO; survival enhancement, % at 20 µM; hit rate 0.044% among 360,000; in the data active = survival enhancement above about 18%;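 note: cells exposed to compounds for 16 hours before the ATP read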
# KKLEB tox = counter-screen for CF NF-kB inhibitors: cytotoxicity; AID 602141; activity change (cytotoxicity), % at 5 µM; KKLEB CF airway cells viability, ATPlite luminescence, overnight; stronger effect = lower value; cells stimulated with P. aeruginosa culture filtrate; hit rate 0.36% among 360,000;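 active = corrected activity change at or below -50% at 5 µM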
# NR2E3 ag-2 = activates human photoreceptor nuclear receptor NR2E3 | Q9Y5X4 | GST-NR2E3/biotin-RetCOR TR-FRET, 1536-well | inhibition of corepressor binding, % at 4.78 µM | hit rate 0.12% among 320,000 | AID 2300;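 active = percent inhibition above the cutoff of mean plus 3 SD of all tested compounds, set per screening campaign, cut at about 20% in these data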;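 note: 0% = DMSO wells and 100% = biotin wells as full block of FRET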
#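 Material: NR2E3–RetCOR corepressor complex | Quantity: 1.35 nM GST-tagged NR2E3 final | Schedule: 5 h at 4 °C | Replication: Singlicate compound wells | Reagent: RetCOR corepressor, biotinylated, 7 nM | Controls: Biotin wells as high control, 0.6% DMSO wells as low control | Signal: TR-FRET, Eu(K)-anti-GST donor, streptavidin-D2 acceptor, ex 340, em 617/671 nm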
# aDG glyco act = increases alpha dystroglycan glycosylation; Pro5-aDG cells, alpha-DG glycosylation AlphaScreen (IIH6); 0% Pro5, 100% B10-LARGE cell signal; activation, % at 10 µM; hit rate 0.22% among 360,000; AID 624168;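 active = activation of at least 8% versus controls, or a plate z-score of at least 8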;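 note: Pro5 are CHO cells carrying HIG-tagged alpha-DG that lacks glycosylation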
# TWEAK-Fn14 inh = blocks TWEAK-Fn14 interaction in a reporter cell assay | TWEAK-stimulated Fn14 reporter cells, luciferase luminescence, 8 h | inhibition, % at 10 µM | hit rate 2% among 360,000; in the data active = inhibition above about 50%
# An asterisk follows results filed as active; . = no result given.
# Every second line gives: NR2E3 ag-2	HIF-2a block	iPSC survival up	TWEAK-Fn14 inh	Shn3 3UTR inh	CF NFkB inh	TRPM1 prom inh	KKLEB tox	Peg3 prom inh	NR2E3 ag-1	aDG glyco act
- O=c1[nH]c(CSc2nnnn2-c2ccccc2)nc2ccccc12
→ 3	14	0.4	-7	4	4	5	-5	19	-18	0.3
- CC(=O)Oc1ccc(/C=N/NS(=O)(=O)c2ccccc2)cc1
→ -2	6	-1.3	-18	2	-19	4	12	2	-4	0.0
- O=C(CNC(=O)c1ccccn1)N=Nc1c(O)[nH]c2ccccc12
→ -2	-150	0.3	-12	-16	1	-15	-4	-124	-86	-0.1
- CC1CN(CC(O)COC(c2ccccc2)c2ccccc2)CC(C)O1 (centres undefined)
→ -1	22	0.2	-14	8	4	3	-3	7	3	0.3
- CN1CC=C2C(C#N)=C(N)C(C#N)(C#N)C(CCc3ccccc3)C2C1 (centres undefined)
→ 3	12	-2.7	-8	-2	-24	16	-1	6	-13	-0.2
- COCCn1c(SCC(=O)NC(=O)NC(C)(C)C)nc2ccccc21
→ 5	14	-0.6	-10	0	-13	-9	-2	11	-12	0.4
- O=S(=O)(c1ccc(Cl)cc1)N1CCN(C(=S)NCC2CCCO2)CC1 (centres undefined)
→ 0	11	-0.4	-3	10	18	4	-6	15	8	-0.1
- CN(C)CCn1cnc2c(c1=N)C(c1ccccc1)c1ccc3ccccc3c1O2 (centres undefined)
→ -4	-9	-0.6	-24	20	10	93*	-10	109*	6	0.0
- COC(=O)[C@H](Cc1ccccc1)N1C/C=C\COc2c(Cl)cc(Cl)cc2S1(=O)=O
→ .	-4	0.3	-4	0	20	-6	5	14	-20	0.3
- CCn1c(C(C#N)/C(=N\S(=O)(=O)c2cccs2)c2ccccc2)nc2ccccc21 (centres undefined)
→ 1	-28	-0.9	20	-14	18	16	-18	11	9	0.3
- O=C(COC(=O)CC1CC2CCC1C2)NCc1ccc(Cl)cc1 (centres undefined)
→ .	10	-1.1	0	5	-15	-7	6	0	-11	-0.1
- CCCCN(CCCC)Cc1cc(=O)oc2ccc3ccccc3c12
→ .	16	-0.5	16	19	17	.	-15	10	-13	0.2
- Cc1cccc(NC(=O)c2c(O)c3ccccc3n(C)c2=O)c1
→ 1	-170	-0.7	0	-87	-5	-26	2	-268	-41	0.0
- Cc1ccc(C)c2sc(NC(=O)c3ccc(N4CCCCC4)c([N+](=O)[O-])c3)nc12
→ 4	0	0.3	11	10	4	-12	-1	-18	-14	-0.6
- COc1cc([N+](=O)[O-])cc(/C=N/NC(=O)Cn2nc(C)cc2C)c1O
→ -1	6	-0.5	-15	6	6	0	6	13	2	0.1
- COc1ccc(NC(=O)C2CCC(CNC(=O)[C@@H]3Cc4ccccc4CN3)CC2)cc1 (some centres undefined)
→ 0	-11	-0.2	7	-12	4	-7	-8	-17	-30	0.3
- CN(CCO)c1cc(NCCCN2CCC(Cc3ccccc3)CC2)c2nonc2c1[N+](=O)[O-]
→ 1	11	-0.7	-25	-16	-36	-3	-4	-5	-25	2.5
- COc1ccc(CNC(=O)C[C@@H]2C[C@H]3c4cc(NC(=O)NC5CCCC5)ccc4O[C@H]3[C@H](CO)O2)cc1
→ .	8	-1.9	-36	-7	-37	.	5	5	-8	2.0
- O=C(c1ccc(-c2ccc([N+](=O)[O-])cc2)o1)N1CCCC(C(F)(F)F)C1 (centres undefined)
→ 1	-128	-0.1	25	-50	-2	-57	-6	-132	-24	-0.2
- CCNS(=O)(=O)c1ccc(CCC(=O)NCc2ccncc2)cc1
→ 3	11	0.2	-4	4	4	13	2	-9	-19	0.0
- CCC(O)c1nc2ccccc2n1CCc1ccccc1 (centres undefined)
→ -2	6	1.7	12	-6	-17	5	14	2	-10	-0.1
- O=c1oc(-c2cccs2)nc2sc3c(c12)CCC3
→ -1	-24	-2.1	20	-11	23	-9	-8	-54	-5	0.0
- COc1ccc(S(=O)(=O)Nc2ccc(C)c(S(=O)(=O)N3CCOCC3)c2)cc1[N+](=O)[O-]
→ .	5	-0.4	-4	-19	14	-4	-4	8	12	0.1
- CCCN1CCN(S(=O)(=O)c2ccc3c(c2)NC(=O)C(C)C(=O)N3)CC1 (centres undefined)
→ 1	16	-1.3	8	-5	-8	.	-5	-3	11	-0.3
- Cc1ccc(S(=O)(=O)N2C(=O)CCC2C(=O)Nn2cnnc2)cc1 (centres undefined)
→ -3	5	0.4	-7	-6	1	2	-6	20	4	0.0
- CC(C)NC(=O)NC(=O)CSc1nnc(-c2ccccc2F)n1N
→ 2	11	0.3	-15	-1	-3	-3	5	7	-26	-0.2
- CC[C@H]1OC(=O)[C@H](C)[C@@H](O[C@H]2C[C@@](C)(OC)[C@@H](O)[C@H](C)O2)[C@H](C)[C@@H](O[C@@H]2O[C@H](C)C[C@H](N(C)C)[C@H]2O)[C@](C)(OC)C[C@@H](C)C(=O)[C@H](C)[C@@H](O)[C@]1(C)O
→ 0	3	-1.1	0	10	-5	5	21	-16	-7	0.8
- COc1ccc(N2C(=O)C3C(c4ccc(OC)cc4O)NC(Cc4ccccc4)(C(=O)O)C3C2=O)cc1 (centres undefined)
→ 3	1	1.5	-8	13	-9	-6	2	9	-15	0.1
- CC(Oc1ccccc1)C(=O)NC1CC(C)(C)NC(C)(C)C1 (centres undefined)
→ 2	18	3.4	2	-2	-8	0	6	-1	10	0.0
- COc1ccc(COc2cccc(C=O)c2)cc1
→ 0	-9	1.8	12	-106	-28	-4	3	-34	-95	-0.1

# Single entries from the list:
# CCCCN(CCCC)Cc1cc(=O)oc2ccc3ccccc3c12 in NR2E3 ag-1 is entered as -13
# COc1cc([N+](=O)[O-])cc(/C=N/NC(=O)Cn2nc(C)cc2C)c1O in KKLEB tox is entered as 6

# Next records follow:
# Every second line gives: NR2E3 ag-2	HIF-2a block	iPSC survival up	TWEAK-Fn14 inh	Shn3 3UTR inh	CF NFkB inh	TRPM1 prom inh	KKLEB tox	Peg3 prom inh	NR2E3 ag-1	aDG glyco act
- COc1ccc(C(=O)Nn2c(SCC(=O)N3CCC(C)CC3)nc3ccccc3c2=O)cc1
→ 3	51*	-4.1	97*	31	-8	42	1	68*	-25	-0.3
- Cc1nc2cc(NC(=O)c3ccc([N+](=O)[O-])s3)ccc2s1
→ 0	67*	-0.5	14	-7	5	104*	-12	-188	-21	11*
- Cc1cccc(NC(=O)CSCC(=O)N(C)Cc2c(F)cccc2Cl)c1
→ 3	-1	-0.3	-1	15	18	0	6	10	-16	0.2
- COc1ccc(S(=O)(=O)N(CC(=O)NCc2ccco2)c2ccccc2)cc1
→ 1	21	-1.1	4	11	-6	7	12	26	-8	0.0
- COc1ccc(S(=O)(=O)NCc2ccccn2)c(Cl)c1Cl
→ -1	-30	-1.8	0	5	-16	-15	2	-25	-1	0.2
- O=C(CNC(=O)c1ccccc1)NC1(C(=O)NC2CCCCC2)CCCCC1
→ 1	12	0.2	7	-4	4	-6	7	6	-7	0.1
- Cn1c(SCC(=O)Nc2ccc(N3CCOCC3)cc2)nnc1C(F)(F)F
→ 1	0	-1.2	-3	-9	12	-6	13	-4	-30	0.1
- Cc1ccc(S(=O)(=O)Nc2cc(Cl)c(O)cc2C)cc1
→ -4	10	9.5	0	23	-13	0	-4	16	-3	0.2
- CS(=O)(=O)N(CC(=O)NCc1ccncc1)C1CCCCC1
→ 2	11	0.3	4	-20	9	-4	-1	13	-13	0.0
- O=C(CCC(=O)N1CCOCC1)NCCc1ccccc1
→ 7	-87	-2.9	-9	-42	-31	-34	27	-54	-56	0.0
- CC(C)N1C(=S)SC(C)(C)C1n1oc(=O)n(-c2cccc(Cl)c2)c1=O (centres undefined)
→ 0	8	-2.2	5	7	12	12	-7	17	-19	0.3
- CCC(=O)Oc1ccc2c(c1)OC1(OC(C)=O)OC(C)CC1=C2C (centres undefined)
→ 3	8	-0.1	2	-23	3	-15	-5	11	-6	0.1
- NC(=S)Cc1ccccc1Cl
→ 2	20	2.5	16	8	-4	-50	-12	1	-2	-0.1
- Cc1cc(O)c(NC(=O)c2cccc([N+](=O)[O-])c2)cc1C
→ -1	-164	-0.6	-15	-47	-20	-4	12	-162	-74	0.0
- COCCNC(=O)c1csc(Nc2cccc3ccccc23)n1
→ 3	-18	0.7	8	24	-6	6	-7	-4	-28	0.1
- Cc1ccc(NC(=O)COC(=O)c2ccco2)cc1S(=O)(=O)N1CCOCC1
→ .	8	-0.4	8	-23	-26	-4	0	5	3	0.0
- Cc1ccc(C(c2nnnn2C(C)(C)C)N2CCC(C)CC2)cc1 (centres undefined)
→ 1	4	1.9	-30	5	-10	-12	10	0	-22	-0.1
- O=C(N/N=C/c1ccco1)c1cc(-c2cccc(Br)c2)nc2ccccc12
→ -2	-74	-1.6	77*	-4	-31	-4	0	-7	-35	-0.5
- CCSc1nnc(-c2cccnc2)n1-c1ccc(Cl)c(C)c1
→ -5	24	-0.1	14	12	17	3	-6	3	1	0.1
- Cc1nc(NC(=O)c2c(-c3ccccc3Cl)noc2C)sc1C
→ -2	5	-0.1	23	20	-2	-2	5	-8	79*	-0.4
- CCOC(=O)c1c(C)[nH]c2cc(Br)c(OC)cc12
→ 1	-65	-3.3	-8	7	3	-22	8	-42	-17	0.5
- Cc1nn(-c2ccccc2)c(Cl)c1C(=O)NNC(=O)c1ccccc1O
→ 1	-138	1.2	-11	5	-2	-7	2	-59	-6	0.3
- Nc1nnn(CC(=O)N/N=C/c2ccccc2Cl)n1
→ -2	5	-0.3	2	-11	-6	-11	6	-2	-8	0.0
- CC1CCCCC12NC(=O)N(CC(=O)OCc1c(F)cccc1Cl)C2=O (centres undefined)
→ .	5	-2.2	-8	-1	-10	14	11	2	1	0.0
- O=S(=O)(Nc1ccc(S(=O)(=O)N2CCCCCC2)cc1)c1cccs1
→ 2	1	-0.3	-1	-5	14	-12	8	9	19	0.0
- COCCNC(=O)Cn1nc(C)c2ccccc2c1=O
→ 0	12	2.5	14	-13	8	14	-2	2	-24	0.1
- CCN(CC)C(=O)c1sc2nc(-c3ccc(OC)cc3)cn2c1C
→ 3	-194	-1.8	-10	-26	-1	-39	12	-238	-111	0.4
- CC(C)(C)NC(=O)N1CCN(S(=O)(=O)c2ccc3c(c2)CCC3)CC1
→ 1	8	-0.4	2	1	-11	9	7	15	-7	0.2
- COc1ccc(CCNC(=O)CC2COc3ccccc3O2)cc1OC (centres undefined)
→ -3	6	-0.6	-4	6	-2	7	13	7	-12	0.3
- c1ccc(-c2c[nH]c(-c3ccccc3)c2)cc1
→ .	-298	-0.3	-22	-43	-17	-33	-1	-358	-92	0.0
- COCCCNC(=O)CSC1=Nc2ccccc2C2=NC(CC(=O)NCc3ccccc3)C(=O)N12 (centres undefined)
→ 2	2	3.3	-10	-5	5	8	-13	2	-4	0.1

# Source: PubChem
